# From PubChem BioAssay
# TNF necrop inh: inhibitors of TNF-alpha triggered necroptosis, primary screen, cell-based, Jurkat FADD-/-, single concentration. Jurkat FADD-/- TNF necroptosis rescue, ATP luminescence, 24 h; 0 = TNF only, 100 = no-TNF cells. activation (protection from cell death), % at 10 µM. hit rate 0.068% among 220,000. AID 463075, 2010;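 active means activation, meaning protection from cell death, of at least 50% relative to plate controls; inactive means activation below 50%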;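 further: necroptosis triggered by 40 ng/mL TNF-alpha added together with compound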
# CHOP inh: inhibitors of CHOP promoter induction, primary screen, cell-based, unfolded protein response, luciferase reporter. AID 2732, 2010. CHO-K1 CHOP-promoter luciferase, tunicamycin-induced, 15-18 h. inhibition, % at 10 µM. hit rate 3.8% among 220,000;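 active means compounds that reduced the stress-induced luciferase reporter signal by more than about 70% of percent inhibition, limit read from the data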;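 further: 0% = tunicamycin plus vehicle and 100% = wells without tunicamycin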
# p47phox inh: p47phox/p22phox peptide binding inhibitors, primary screen, biochemical, uHTS, NADPH oxidase regulatory subunit | fluorescence polarization, 2 h | Neutrophil cytosol factor 1 (Homo sapiens), P14598 | AID 1274, 2008 | inhibition, % at 24.7 µM | hit rate 0.53% among 220,000;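 active means inhibition above about 30%, limit read from the data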;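 further: 0% = p47phox with labelled peptide and 100% = labelled peptide alone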
# PPC-1+TRAIL kill: compounds killing PPC-1 cancer cells with TRAIL present, primary screen, TRAIL potentiator project, ATPLite luminescence, uHTS; AID 1443, 2008; hit rate 0.41% among 220,000; PPC-1 cells + TRAIL, ATPLite viability luminescence; cell killing (% activity), % at 4 µM;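 active means cell killing above 50% in the first pass at 4 µM, then a duplicate retest at 5 µM averaging 50% or more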;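 further: plate controls were cells with TRAIL plus DMSO for no effect and medium-only wells lacking cells for full effect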
# Runt-SMMHC FRET: inhibitors of RUNX1 Runt–CBFb-SMMHC binding, primary screen, biochemical, FRET, Cerulean-Runt, Venus-CBFb-SMMHC, uHTS | Runt-related transcription factor 1 (Homo sapiens) + Core-binding factor subunit beta … | Cerulean-Runt/Venus-CBFb-SMMHC FRET ratio 530/480, 1 h | inhibition, % at 20 µM | hit rate 0.74% among 220,000 | AID 1434, 2008;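 active means mean inhibition across duplicate retests at 20 µM reaching about 50%, limit read from the data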;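 further: 0% = DMSO wells and 100% = wells with excess untagged CBFb-SMMHC; inhibitors lower the FRET ratio by blocking Runt binding to CBFb-SMMHC; some results filed as inactive read as strong as hits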
# MDM2 E3 inh: MDM2-luciferase reporter signal enhancers, primary screen, MDM2 E3 ligase inhibitor project, cell-based, luminescence, 1536-well | cell-based MDM2 ubiquitination luciferase reporter, 2 h; 0 = plate control, 100 = twice control, blank-subtracted | signal enhancement, % at 5 µM | hit rate 0.11% among 210,000 | E3 ubiquitin-protein ligase Mdm2 (Homo sapiens), Q00987 | AID 1230, 2008;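 active means signal enhancement of 30% or more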;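 further: luminescence tracks abundance of the self-degrading MDM2-luciferase fusion protein; higher signal means inhibition of MDM2 E3 ligase activity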
#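 system = mammalian cells stably expressing self-ubiquitinating, self-degrading MDM2 E3–luciferase fusion | quantity = 2000 cells per well seeded | incubation = 4 h cell settling then 2 h compound exposure, 37 °C | signal = SteadyLite luminescence, 15 min reagent step | benchmarks = plate control and blank wells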
# TRPML3 ag: human TRPML3 channel agonists, primary screen, cell-based, HEK293 TRPML3-YFP, Fluo-8 calcium fluorescence, 3 µM. activation, % at 3 µM. 100% = the carbachol control signal. Mucolipin-3 (Homo sapiens), Q8TDD5. hit rate 0.29% among 220,000;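 active means activation above its plate's cutoff, the mean activation of the plate's test wells plus 3 SD, cut at about 12% in these data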;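 further: 0% = DMSO only wells and 100% = carbachol wells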
# Target sequence (Q8TDD5 whole entry, looked up): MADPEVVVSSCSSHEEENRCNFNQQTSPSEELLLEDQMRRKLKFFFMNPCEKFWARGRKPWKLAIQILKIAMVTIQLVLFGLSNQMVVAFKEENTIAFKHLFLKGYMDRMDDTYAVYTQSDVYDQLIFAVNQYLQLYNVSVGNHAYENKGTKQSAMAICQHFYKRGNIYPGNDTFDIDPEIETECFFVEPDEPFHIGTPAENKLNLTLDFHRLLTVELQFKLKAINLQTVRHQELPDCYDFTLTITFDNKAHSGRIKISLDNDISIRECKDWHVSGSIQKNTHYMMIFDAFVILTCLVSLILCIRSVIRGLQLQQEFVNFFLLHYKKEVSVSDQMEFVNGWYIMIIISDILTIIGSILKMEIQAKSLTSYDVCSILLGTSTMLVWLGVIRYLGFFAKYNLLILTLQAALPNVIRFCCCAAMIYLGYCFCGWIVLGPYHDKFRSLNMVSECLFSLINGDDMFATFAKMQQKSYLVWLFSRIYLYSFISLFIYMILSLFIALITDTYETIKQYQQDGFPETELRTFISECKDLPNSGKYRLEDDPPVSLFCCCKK
#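 Material: TRPML3-YFP stable HEK293 cells | Dosing: One concentration, 3 µM nominal, 0.3% DMSO | Timing: 125 s total fluorescence read per well | Technique: Fluo-8 calcium dye fluorescence, ex 470-495, em 515-575 nm | Measure: Percent activation from peak-to-basal fluorescence ratio, scaled between DMSO and carbachol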
# TRPN1 ag: zebrafish TRPN1 channel agonists, primary screen, cell-based, HEK293, calcium fluorescence; transient receptor potential cation channel N1 (TRPN1/NompC), Danio rerio; HEK293 zebrafish TRPN1-YFP, Fluo-8 calcium fluorescence; 100% = response to 87 µM carbachol; activation, % at 3 µM; hit rate 0.18% among 220,000; AID 1424, 2008;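 active means activation above its plate's cutoff, the mean activation of test wells on that plate plus 3 SD, cut at about 19% in these data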;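 further: 0% = DMSO alone and 100% = 87 µM carbachol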
#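 System: zebrafish TRPN1-YFP in HEK293 cells / Dosing: 3 µM single point / Timing: dye loading 1 h at 37 °C, then 30 min room temperature / Signal: Fluo-8 calcium fluorescence, excitation 470-495 nm, emission 515-575 nm / Read-out basis: percent activation from peak over basal fluorescence ratio, control-normalized / Control set: high carbachol 87 µM, low DMSO alone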
# EBV gp42 inh: Epstein-Barr virus gp42 inhibitors, primary screen, biochemical, uHTS, fluorescence polarization; Fluorescence polarization binding assay, mP read-out; inhibition, % (tested at 21.74 µM); hit rate 0.42% among 220,000; in the data active means inhibition above about 50%
# Target sequence (Q1HVG2 whole entry, looked up): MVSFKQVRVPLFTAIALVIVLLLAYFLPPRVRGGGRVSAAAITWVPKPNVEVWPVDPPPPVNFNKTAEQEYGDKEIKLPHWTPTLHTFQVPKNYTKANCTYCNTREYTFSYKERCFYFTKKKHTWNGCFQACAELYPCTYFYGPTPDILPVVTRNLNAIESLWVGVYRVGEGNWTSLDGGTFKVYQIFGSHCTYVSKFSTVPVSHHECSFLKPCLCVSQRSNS
# * marks the source's active call; other numbers are inactive results; / = no result given; & = joins results of further samples.
SMILES,TNF necrop inh,CHOP inh,p47phox inh,PPC-1+TRAIL kill,Runt-SMMHC FRET,MDM2 E3 inh,TRPML3 ag,TRPN1 ag,EBV gp42 inh
CCOc1ccc(CN(CCC#N)C(=S)NC(=O)c2ccccc2)cc1,2.1,5,-9,2,1,-12,0.3,-0.7,-13
CC(C)CCN1CCN(Cc2cnc(-c3ccccc3)s2)CC1CCO (centres undefined),2.3,20,1,8,-3,-4,0.6,0.8,-3
O=S(=O)(N/N=C\C=C\c1ccccc1)c1ccc(Cl)cc1,-2.0,50,-51,13,2,-10,-0.5,-2.3,0
Nc1ccc(C(=O)O)c(O)c1,0.9&0.1&0.6,11&13&17,-10&-2&-5,-3&21,-3&2,-9,0.9&0.6&0.6,-0.8&0.3&0.5,-11&-5&-14
CSc1nc2c(c(=O)[nH]c(=O)n2C)n1C/C=C(\C)Cl,-0.3,35,3,1,-4,-22,-0.6,1.4,-12
CC1CN(C(=O)c2ccc(COc3ccc(C(C)C)cc3)o2)CC(C)O1 (centres undefined),0.6,-43,-5,-4,-1,4,0.0,0.3,1
O=C(CCCc1ccccc1)Nc1cccnc1Cl,2.1,16,-12,3,-4,-3,-0.2,-1.1,-9
CCCCCCC(=O)Nc1ccc(Br)cn1,4.8,23,-3,24,1,/,-0.1,-0.5,-8
COc1ccc(/C=C/C(=O)NC2CCCCCCC2)cc1S(=O)(=O)N1CCOCC1,0.0,14,-4,25,0,11,-0.3,-0.3,10
COc1ccccc1OCc1ccc(C(=O)NC(C)(C)C)o1,-1.4,33,-8,26,1,-3,0.8,1.6,-24
Cc1ccc(-n2c(NN)nc3ccccc3c2=O)c(C)c1,0.8,4,-16,13,5,-4,0.2,0.6,-5
C/C(CC(=O)Nc1cccc(Cl)c1)=N\NC(=O)Cc1ccc(Cl)cc1,0.6,55,-2,13,1,-3,-1.2,-0.9,5
OCCNCc1cccc(Br)c1,0.1,2,-10,-16,-4,-7,1.2,0.6,0
CCOc1ccc2nc(Cl)c(C3CC(c4ccco4)=NN3S(C)(=O)=O)cc2c1 (centres undefined),1.1,16,-134,4,-2,-10,-0.8,-0.7,-13
O=C(NCc1ccc2c(c1)OCO2)c1ccc(CSCc2cccc(Cl)c2)o1,1.1,26,-11,-10,4,-11,0.6,-0.4,3
CC(C)N(C(=O)COC(=O)c1ccc([N+](=O)[O-])cc1)c1ccccc1,0.0,1,-14,7,-2,-8,0.6,1.0,3
COC(=O)C1=C(Nc2ccc(C)cc2)C=C(C)C(C(=O)OC)C1c1ccc(F)cc1 (centres undefined),0.0,32,-15,35,-10,-1,-0.4,-0.1,0
Cc1cccc(C)c1N1CCN(S(=O)(=O)c2ccc(F)cc2)CC1,-0.6,5,-5,22,-1,-14,-0.1,-1.3,-4
CC(=O)NNC(=S)NCCc1ccccc1,1.1,-3,1,12,0,-7,0.5,2.4,-9
COC(=O)c1sc2ccccc2c1C(=O)OC,-0.6,14,-45,/,-3,-5,-0.1,0.1,-15
CCOC(=O)CNC(=O)c1ccc2[nH]c3ccccc3c2c1,2.2,8,3,7,2,-12,0.6,1.5,2
C=CCn1c(SCc2cccnc2)nnc1-c1ccncc1,0.4,17,0,-18,3,-5,1.2,0.7,2
COc1ccc(-n2c(O)c(/C=N/n3cnnc3)c3ccccc3c2=O)cc1,0.1,-8,-15,14,-4,-12,-0.4,-1.7,9
CCSc1nc2ccccc2n1Cc1ccccc1F,-8.7,41,-8,19,-3,12,-1.8,1.7,-1

# Eleven entries out of the list, sorted by count of non-hydrogen atoms, smallest number first.
SMILES,TNF necrop inh,CHOP inh,p47phox inh,PPC-1+TRAIL kill,Runt-SMMHC FRET,MDM2 E3 inh,TRPML3 ag,TRPN1 ag,EBV gp42 inh
OCCNCc1cccc(Br)c1,0.1,2,-10,-16,-4,-7,1.2,0.6,0
CC(=O)NNC(=S)NCCc1ccccc1,1.1,-3,1,12,0,-7,0.5,2.4,-9
COC(=O)c1sc2ccccc2c1C(=O)OC,-0.6,14,-45,/,-3,-5,-0.1,0.1,-15
CCSc1nc2ccccc2n1Cc1ccccc1F,-8.7,41,-8,19,-3,12,-1.8,1.7,-1
Cc1ccc(-n2c(NN)nc3ccccc3c2=O)c(C)c1,0.8,4,-16,13,5,-4,0.2,0.6,-5
C=CCn1c(SCc2cccnc2)nnc1-c1ccncc1,0.4,17,0,-18,3,-5,1.2,0.7,2
Cc1cccc(C)c1N1CCN(S(=O)(=O)c2ccc(F)cc2)CC1,-0.6,5,-5,22,-1,-14,-0.1,-1.3,-4
CC(C)N(C(=O)COC(=O)c1ccc([N+](=O)[O-])cc1)c1ccccc1,0.0,1,-14,7,-2,-8,0.6,1.0,3
COc1ccc(-n2c(O)c(/C=N/n3cnnc3)c3ccccc3c2=O)cc1,0.1,-8,-15,14,-4,-12,-0.4,-1.7,9
CCOc1ccc2nc(Cl)c(C3CC(c4ccco4)=NN3S(C)(=O)=O)cc2c1 (centres undefined),1.1,16,-134,4,-2,-10,-0.8,-0.7,-13
COC(=O)C1=C(Nc2ccc(C)cc2)C=C(C)C(C(=O)OC)C1c1ccc(F)cc1 (centres undefined),0.0,32,-15,35,-10,-1,-0.4,-0.1,0

# (cont.)
SMILES,TNF necrop inh,CHOP inh,p47phox inh,PPC-1+TRAIL kill,Runt-SMMHC FRET,MDM2 E3 inh,TRPML3 ag,TRPN1 ag,EBV gp42 inh
COc1cccc(NC(=O)COC(=O)c2c(F)cccc2Cl)c1,0.4,-5,-2,13,-3,-3,0.0,-0.4,-7
O=C(Nc1ccc(Br)cc1)C1OCCc2ccccc21 (centres undefined),13,-16,-11,11,-1,/,-0.3,-0.7,-8
COc1ccccc1N(O)C1CC(=O)N(c2ccc(Br)cc2)C1=O (centres undefined),6.1,-21,-4,6,-2,2,1.0,0.9,-9
Cc1cccc(OCCSc2nc(N)cc(N)n2)c1,3.5,2,-8,13,-1,-6,-0.1,-0.6,-4
Cc1nn(-c2ccccc2)c2c1C(=O)NC(=O)C(C)(C)C2,0.8,43,-9,-6,8,-26,0.1,0.7,-26
CC(C)N(Cc1ccccc1)C(=O)c1ccc2nsnc2c1,0.6,3,3,13,0,-6,0.6,-2.6,-3
CC1CCN(c2ccccc2NC(=S)NC(=O)c2ccc(-c3cccc([N+](=O)[O-])c3)o2)CC1,0.1,-4,-9,25,-18,11,0.8,0.3,-13
CCN(CC)S(=O)(=O)c1cc(C(=O)Oc2ccccc2OC)ccc1OC,-1.3,33,-3,-2,-2,-5,0.2,-0.6,7
COc1cc(C(=O)NC2CCCCC2)ccc1OCc1ccc(Cl)cc1Cl,1.7,85*,-2,20,0,-1,0.8,-1.0,-12
COc1cccc(CNC(=O)CCC2CCCN(C/C=C/c3ccccc3OC)C2)c1 (centres undefined),1.8,33,4,-1,0,-17,0.3,-1.3,4
CSC1=C(C#N)C(c2ccccc2)C(C(C)=O)=C(C)N1 (centres undefined),-0.3,-24,5,-9,7,-22,0.0,-1.1,1
Cc1ccc(NC(=O)Nc2ccc(F)cc2)nc1,7.5,77*,-11,10,-3,-7,0.6,-0.2,-11
COc1c(/C=N/NC(=O)c2ccncc2)c(CCN(C)C(C)=O)cc2c1OCO2,-0.8,12,-1,1,-1,-12,0.2,0.7,-10
C/C(Cn1cnc([N+](=O)[O-])n1)=N\NC(=O)c1ccccc1O,0.8,-25,0,-1,0,4,0.2,-0.1,-10
Cn1c(N)c(C(=O)COC(=O)[C@@H]2CCCN2S(=O)(=O)c2ccc(Cl)cc2)c(=O)n(C)c1=O,-0.6,11,-3,-10,0,-1,1.7,2.3,-3
CN(C)c1ccc(C2C=C(c3ccc(Cl)cc3OC(F)F)Nc3ncnn32)cc1 (centres undefined),/,/,-25,-6,4,10,/,/,-24
Cc1ccc2oc3c(c(=O)c2c1)C(c1ccc(F)cc1)N(CCCN1CCOCC1)C3=O (centres undefined),1.0,19,-5,2,-1,-5,0.2,0.3,-16
OC(c1ccccn1)c1c[nH]c2ccccc12 (centres undefined),-10,0,35*,16,0,-7,0.5,0.1,12
COc1ccc(-c2nc3ccc([N+](=O)[O-])cc3[nH]2)cc1,0.5,12,-10,24,-2,-12,1.9,0.7,-10
CC(C)NC(=S)Nc1ccc2nc3n(c(=O)c2c1)CCCCC3,2.9,23,-4,-11,2,-2,0.9,0.8,-7
CCOc1ccc([N+](=O)[O-])c(N)c1,-0.4,0,-1,13,-7,2,-0.2,-0.8,-14
NC1=NC2(CCCCC2)n2c(nc3ccccc32)N1,1.8,0,-3,30,-5,-12,0.6,0.5,-19
COCCOc1ccc(C(F)(F)F)cc1NC(=O)c1ccc(F)cc1,2.1,20,-23,-30,1,-3,0.3,-0.2,-28
C=CCN1C(=O)CSC1=Nc1ccc(O)cc1,-8.1,-8,-9,15,0,-12,0.4,-0.3,-6
O=C(Nc1cc(=O)[nH]c2ncnn12)c1ccco1,1.0,-3,-4,8,3,-8,0.0,0.5,-1
CCn1c(C)c(P(c2ccccc2)c2ccccc2)[n+]2ccccc12,-9.6,7,-5,20,0,-12,-0.8,-1.4,-14
O=C(Nc1ccccc1F)c1ccn[nH]1,-0.9,7,-1,-12,3,-6,0.4,0.4,13
Cc1ccc(-c2cc(C(F)(F)F)n3ncc(C(=O)N4CCCCC4c4cccnc4)c3n2)cc1 (centres undefined),-1.3,24,1,-6,-7,-6,0.8,-1.0,1
CN(C)S(=O)(=O)Nc1ccc2c(c1)Cc1ccccc1-2,0.9,66,1,21,-1,-13,0.1,-0.3,4
O=C(O)c1ccc(NS(=O)(=O)c2ccc3nnn(O)c3c2)cc1,1.4,-11,-5,-3,-1,-12,0.2,0.4,6
